5HT1a ag: human 5-HT1a receptor agonists, primary screen, cell-based, CHO, Ga15 NFAT-bla reporter; 5-hydroxytryptamine receptor 1A (Homo sapiens), P08908; CHO 5-HT1a Ga15 NFAT-bla reporter, FRET ratio; 0% basal, 100% maximal reference agonist; activation, % at 10 µM; actives 0.56% (n = 65,000); AID 567, 2006;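 active = activation above the screen-wide mean activation plus 3 SD, cut at about 19% in these data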;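 note: 0% = DMSO wells and 100% = 5-CT at EC100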
A340 absorber: compound light absorbance at 340 nm, profiling panel, artefact control, biochemical, MLSMR library, data from PS, PMK, MK assays; compound absorbance at 340 nm, fold over control; fold change at 10 µM; 65,000 tested, under 10 active; AID 708, 2007;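 active = at 10 µM dose, initial 340 nm absorbance at least 2 fold that of control wells; inactive = change under 2 fold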;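 note: initial absorbance extrapolated from kinetic A340 decline of NADH oxidation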
TNAP act DEA: human TNAP enzyme activators, primary screen, biochemical, luminescent, intermediate phosphate acceptor level. Alkaline phosphatase, tissue-nonspecific isozyme (Homo sapiens), P05186. purified TNAP, CDP-star luminescence, 100 mM DEA, 30 min; active compounds read high; scale: 0 levamisole-inhibited, 1 vehicle-only enzyme. activation factor at 20 µM. 64,000 tested, under 10 active. AID 813, 2007;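 active = activation factor of at least 2 at 20 µM, relative to controls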
Target sequence (P05186 whole entry, looked up): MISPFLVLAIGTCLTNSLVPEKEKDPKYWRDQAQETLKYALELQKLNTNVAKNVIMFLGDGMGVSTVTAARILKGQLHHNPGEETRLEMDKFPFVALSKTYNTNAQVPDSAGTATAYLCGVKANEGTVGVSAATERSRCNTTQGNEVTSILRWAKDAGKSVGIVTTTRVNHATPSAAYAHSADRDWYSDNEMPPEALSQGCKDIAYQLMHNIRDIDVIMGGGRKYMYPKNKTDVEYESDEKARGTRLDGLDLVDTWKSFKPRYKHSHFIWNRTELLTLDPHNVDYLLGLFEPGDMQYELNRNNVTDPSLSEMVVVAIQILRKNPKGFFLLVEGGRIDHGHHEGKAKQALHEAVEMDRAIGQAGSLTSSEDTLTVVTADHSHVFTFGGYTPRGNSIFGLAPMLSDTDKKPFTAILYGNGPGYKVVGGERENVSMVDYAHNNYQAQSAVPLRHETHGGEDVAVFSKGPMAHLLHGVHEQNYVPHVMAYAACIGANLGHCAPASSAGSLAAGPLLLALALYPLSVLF
RORA act: activators of orphan receptor RORA, primary screen, cell-based, luminescence. activation, % at 10 µM. CHO-K1 Gal4-RORA LBD luciferase reporter; percent increase over mock-subtracted basal signal. Nuclear receptor ROR-alpha (Homo sapiens), P35398. actives 1.5% (n = 65,000). AID 560, 2006;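 active = activation above the mean of all tested compounds plus 3 SD, cut at about 49% in these data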;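 note: 0% = DMSO-treated RORA cells and 100% = added signal equal to DMSO minus mock-transfected cells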
Target sequence (P35398 whole entry, looked up, the tested form may be a part): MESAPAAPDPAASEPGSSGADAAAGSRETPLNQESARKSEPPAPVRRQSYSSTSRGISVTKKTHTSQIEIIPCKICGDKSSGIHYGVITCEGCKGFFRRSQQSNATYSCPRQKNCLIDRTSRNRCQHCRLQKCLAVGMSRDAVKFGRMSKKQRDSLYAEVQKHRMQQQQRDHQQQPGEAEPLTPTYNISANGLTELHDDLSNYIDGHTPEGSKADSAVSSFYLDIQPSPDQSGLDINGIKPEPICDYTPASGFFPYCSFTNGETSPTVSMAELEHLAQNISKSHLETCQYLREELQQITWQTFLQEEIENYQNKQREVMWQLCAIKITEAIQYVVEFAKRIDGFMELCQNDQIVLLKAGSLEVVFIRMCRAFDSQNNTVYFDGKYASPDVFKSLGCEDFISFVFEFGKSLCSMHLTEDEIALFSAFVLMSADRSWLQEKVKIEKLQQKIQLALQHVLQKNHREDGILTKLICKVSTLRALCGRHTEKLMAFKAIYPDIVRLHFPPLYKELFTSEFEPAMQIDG
5HT1a antag: human 5-HT1a receptor antagonists, primary screen, cell-based, CHO, Ga15 NFAT-bla reporter. 5-hydroxytryptamine receptor 1A (Homo sapiens), P08908. CHO 5-HT1a Ga15 NFAT-bla reporter, antagonist mode. inhibition, % at 10 µM. actives 0.68% (n = 62,000). AID 612, 2007;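 active = inhibition above the mean of all tested compounds plus 3 SD, cut at about 43% in these data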;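 note: receptor stimulated by 5-CT agonist at 100 nM near EC80; beta-lactamase reporter measured by ratiometric fluorescence of a cleavable substrate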
MMP-13 inhibitor: human MMP13 inhibitors, primary screen, biochemical, FRET peptide cleavage | Collagenase 3 (Homo sapiens), P45452 | MMP-13 fTHP FRET cleavage, Mca fluorescence | inhibition, % at 4 µM | actives 0.07% (n = 65,000);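 active = inhibition above the mean of compound-free control plate wells plus 3 SD, cut at about 14% in these data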;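 note: 0% = DMSO wells and 100% = wells with reference MMP-13 inhibitor after basal subtraction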
SF1 activator: activators of human SF-1, primary screen, cell-based, CHO-K1, Gal4-SF-1 LBD, luciferase luminescence. CHO-K1 Gal4-SF-1 LBD luciferase reporter; % increase over DMSO SF-1-specific signal. actives 1.9% (n = 65,000). activation, % at 10 µM. Steroidogenic factor 1 (Homo sapiens), Q13285. AID 522, 2006;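 active = activation above the mean activation of all tested compounds plus 3 SD, cut at about 50% in these data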
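Test system: CHO-K1 cells co-transfected with Gal4 DBD–human SF-1 LBD, 5xGal4 luciferase reporter. Quantity: 4,000 cells per well. Compound: 10 µM only. Incubation: compound added 1 h post-seeding, 20 h exposure at 37 °C, 5% CO2. Detection: SteadyLite luciferase luminescence. Replication: one test per compound.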
Autofluor 339: intrinsic fluorescence of library compounds, ex339/em460 – biochemical, MLSMR library, data from DPM-DC assay, artefact control, profiling panel; compound autofluorescence, ex339/em460 nm, NADH buffer; active compounds read high; 1 = no-compound wells, NADH background; fluorescence fold increase at 10 µM; actives 5.5% (n = 65,000);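 active = at 10 µM, mean starting fluorescence two-fold or more over control wells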;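 note: signal is the first read of a kinetic run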
NADH coupling: inhibitors of PK/LDH coupling enzymes, profiling panel, artefact control, biochemical, MLSMR library; coupled PK/LDH NADH assays, four targets; IC50, µM (doses to about 10 µM), for the others: top-dose inhibition; actives 0.02% (n = 65,000); AID 774, 2007;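 active = single-dose screening hits from any of four coupled enzyme assays that gave an IC50 when retested across doses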;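 note: the DPM-DC format reads NADH fluorescence rather than 340 nm absorbance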
Numbers without * were called inactive; x = no result given; [ ] = another dose, or the depositor's remark.

Structure	MMP-13 inhibitor	5HT1a antag	RORA act	5HT1a ag	NADH coupling	SF1 activator	A340 absorber	TNAP act DEA	Autofluor 339
CCCCCn1c(CN(C)Cc2ccccc2)nc2c1c(=O)n(C)c(=O)n2C	-2	-2	-11	1.0	2%	10	1	0.8	1.1
Cc1ccc(OCC(O)CN2CCN(c3ccccc3)CC2)cc1 (configuration not stated)	2	38	-6	5.0	4%	-3	1	0.9	0.91
CCN(CC(=O)Nc1ccc2c(c1)CCC2)Cc1nc2ccccc2c(=O)[nH]1	1	-15	0	-0.6	4%	6	1	0.9	1
C/C=C/Cn1c(SCc2ccc(Cl)cc2)nc2c1c(=O)[nH]c(=O)n2C	3	-8	-6	-1.7	2%	-16	1	0.9	1.1
CCn1c(SCc2nc(-c3ccccc3)no2)nc2ccccc21	-3	-7	-25	0.3	5%	3	1	0.9	1.1
COc1ccc(CN2CCN(C(=O)CC(C)C)CC2)c(OC)c1OC	4	11	-5	-3.3	18%	-20	1	0.9	1.1
Cn1c(COc2ccc(Cl)cc2)nnc1SCc1ncc(-c2ccccc2)o1	4	10	7	0.6	4%	-7	1	1	1.1
CC(C)(C)OC(=O)N1CCCC(C(=O)CC#N)C1 (configuration not stated)	4	-6	0	-1.5	5%	-11	1	0.9	1.1
O=C(c1ccc(=O)[nH]c1)N(Cc1ccco1)C1(C(=O)NC2CCCCC2)CCCCC1	4	21	-15	1.5	5%	-17	1	0.9	1.1
Cc1cccc(NC(=O)CCc2ccc(C)o2)c1	4	5	12	-3.4	5%	5	1	1	1.2
Cc1ccc(S(=O)(=O)Cn2nnnc2C(C)N2CCN(C(=O)c3ccco3)CC2)cc1 (configuration not stated)	1	-2	-6	2.3	6%	13	0.99	1	1.1
COc1ccc2nc(NC(=O)c3ccoc3C)sc2c1	2	-16	-32	-0.8	3%	-20	1	0.9	1.1
O=C(CC12CC3CC(C1)CC(CC(=O)N1CCCC1)(C3)C2)N1CCCC1	5	-15	-4	-2.0	0%	-20	1.1	0.9	1.1
N#Cc1cn(Cc2ccccc2)c2ccccc12	2	8	11	-1.7	0%	-1	1.1	0.8	1.1
COC(=O)C1=C(C)NC(C)=C(C(=O)OC)C1c1cc2ccc(C)cc2[nH]c1=O	-14	0	-10	-2.5	8%	-6	1.1	0.9	2.2*
N#Cc1ccccc1Cn1c(=O)n(-c2ccc(CC(=O)NCc3ccco3)cc2)c(=O)c2sccc21	-1	1	8	-0.9	2%	-19	1	1	1.1
Cc1ccccc1NC(=O)CN1C(=O)COc2ccc(Cl)cc21	3	36	-12	-2.2	0%	-11	1	0.9	1.1
O=C(O)CCCCNS(=O)(=O)c1ccc(Cl)c(C(F)(F)F)c1	3	4	-21	-2.0	2%	6	1	1.1	1.1
COCCN1CCn2c(nc3cc(NC(=O)c4ccc(OC)cc4)ccc32)C1	-30	-6	3	-1.0	8%	-5	1	0.9	1.6
CCCNC(=O)C1CN(S(=O)(=O)c2ccccc2)CCN1S(=O)(=O)c1ccccc1 (configuration not stated)	4	-14	1	-1.0	3%	9	0.99	0.9	1

Additional records follow.
Structure	MMP-13 inhibitor	5HT1a antag	RORA act	5HT1a ag	NADH coupling	SF1 activator	A340 absorber	TNAP act DEA	Autofluor 339
CS(=O)(=O)N1CCN(C(=O)c2cc3ccccc3oc2=O)CC1	-3	3	-16	-1.7	3%	0	1.1	0.9	1.1
C(=C\c1ccccc1)/CSc1nnc(-c2cccnc2)o1	0	0	-20	-3.6	0%	5	1	0.9	1.1
COc1ccc(OC)c(NC(=O)CN(c2ccc(C)cc2)S(=O)(=O)c2c(C)noc2C)c1	1	22	14	3.2	1%	8	1	1	1.1
O=C(NCCCN1CCN(c2ccccc2F)CC1)C1CCC(=O)N1C1CCCCC1 (configuration not stated)	1	22	-13	-1.8	4%	9	0.98	1	1.1
CCc1cc2cc(C(=O)N3CCN(Cc4ccccc4)CC3)sc2s1	3	19	-5	0.1	1%	20	1	0.9	1.1
Cc1cc2occ(CC(=O)O)c2cc1C	2	-8	-1	-0.2	3%	-1	1.1	0.9	1.1
CCOc1ncccc1C(=O)OCC(=O)c1c(N)n(C)c(=O)n(C)c1=O	-3	3	10	-2.7	5%	16	1	1	1.1
CCOC(=O)N1CCN(C(=O)Cc2ccc(-n3c(=S)[nH]c4ccccc4c3=O)cc2)CC1	1	-2	6	-0.7	6%	6	1	1	1.1
COc1ccc(C2C(C(=O)N3CCCCC3)CCC(=O)N2c2cc(OC)c(OC)c(OC)c2)cc1 (configuration not stated)	3	-21	8	-0.8	3%	-4	1	1	1.1
O=C(O)C1C2C=CC(C2)C1C(=O)OCC1CCCO1 (configuration not stated)	2	5	6	1.8	7%	-8	1	1	1.1
COc1ccc(C2CC(=O)C(C=NCCN3CCOCC3)=C(O)C2)cc1 (configuration not stated)	3	x	10	2.4	1%	-12	0.99	0.9	1
Cn1nc(C(C)(C)C)cc1C(=O)Nc1nc2c(s1)C(=O)CC(C)(C)C2	2	-18	-2	0.8	6%	7	1.1	1	1.1
Cc1cc(NC(=O)c2cc(Cl)ccc2Cl)no1	-5	-346	-13	-0.1	6%	-1	0.99	1	1.1
COCCCNC(=O)c1c(N)n(-c2ccc3c(c2)OCO3)c2nc3ccccc3nc12	-70[fluorescence artefact?]	17	6	5.1	5%	-2	1.1	1.1	2.7*
Cc1ccc(-c2[nH]nc3c2C(c2ccccc2OC(=O)N2CCOCC2)C(C#N)=C(N)O3)cc1 (configuration not stated)	-2	9	-5	-3.2	2%	10	1	1	1.1
O=S(=O)(c1cccc2nsnc12)N1CCc2ccccc2C1	1	-5	5	-2.9	7%	-4	1	0.8	1
O=C(CSc1nc2ccccc2c(=O)n1CCCC(=O)N1CCCC1)NCc1ccco1	2	-15	-2	-1.7	7%	-6	1	1	1.1
CCC1C(=O)n2nc(-c3ccccc3)cc2N=C1C (configuration not stated)	-48	17	36	-3.2	6%	91*	0.99	0.9	2*
CCOC(=O)N1CCN(C(=O)CSCC(=O)N=c2sc3cc(OC)ccc3n2C)CC1	4	-11	7	0.6	2%	-5	1.2	0.9	1.3
COc1ccc(CCC2(C)NC(=O)NC2=O)cc1 (configuration not stated)	-3	-1	-19	-5.3	4%	1	1	0.9	1.1

Other structures.
Structure	MMP-13 inhibitor	5HT1a antag	RORA act	5HT1a ag	NADH coupling	SF1 activator	A340 absorber	TNAP act DEA	Autofluor 339
CCOc1cc(/C=N/n2cnnc2)ccc1O	6	-9	-20	-2.4	4%	9	1.1	0.9	1.2
COC(=O)c1ccccc1NC(=O)c1cc(C2CC2)on1	3	3	-8	-0.9	2%	13	1.1	0.9	1.1
O=C(C1CC(c2ccc(F)cc2)=NO1)N1CCN(c2ccccc2)CC1 (configuration not stated)	2	-9	7	-2.3	2%	-7	1	1	1.1
CCOC(=O)c1ccc(Nc2nnc(C(C)(C)C)c(=O)[nH]2)cc1	4	5	18	3.6	6%	17	1.1	0.9	1.1
Cc1ccc(Cl)cc1NC(=O)Cn1cccc1	1	6	-21	-3.4	5%	-17	0.98	0.9	1.1
Cc1ncoc1C(=O)Nc1ccc2c(c1)OCCO2	3	6	23	-0.1	6%	43	0.99	0.9	1
O=S(=O)(NC1CCCCCCC1)c1cccs1	0	-4	-13	-4.4	4%	-5	1	0.8	1.1
CCOC(=O)CC(=O)CSc1nc2c(cc1C#N)CCCCCC2	-58[fluorescence artefact?]	x	15	-1.0	2%[fluoresces]	9	1	0.9	2.4*
COCC(=O)Nc1nnc(SCC(=O)NCc2cccs2)s1	3	-1	-7	1.1	4%	-10	0.97	0.9	1.1
O=C(NC(C(=O)O)c1ccccc1)c1ccc(S(=O)(=O)N2CCOCC2)cc1 (configuration not stated)	4	-3	-2	-1.9	5%	-6	1	1	1.1
Cc1occc1C(=O)Nc1cccc(C(=O)NCc2ccccc2)c1	0	19	-7	-2.1	10%	3	1	0.9	1.1
CC(=O)c1ccc(N2CCN(C(=O)c3cc(C)on3)CC2)cc1	0	3	-11	-3.5	3%	5	1.1	0.9	1.1
CCCSC1=C(C#N)C(c2ccc(Cl)cc2Cl)CC(=O)N1 (configuration not stated)	4	2	38	-5.6	6%	-4	1	x	1.1
CCOC(=O)C1CCCN(Cc2nc(N)nc(Nc3ccccc3OC)n2)C1 (configuration not stated)	6	10	7	-4.8	8%	-11	1	1	1.1
COc1ccccc1N1CCN(C(c2ccccc2Cl)c2nnnn2C(C)(C)C)CC1 (configuration not stated)	3	35	-6	0.2	5%	5	0.97	0.9	1.1
CC1CC(C)CN(C(=O)Cn2c(=O)n(CCCCC(=O)NC3CCCC3)c(=O)c3ccccc32)C1 (configuration not stated)	6	-16	-12	-2.7	5%	2	1	1	1.1
Cc1cccc2cc(CN(CCCO)C(=O)Nc3ccccc3Cl)c(=O)[nH]c12	-3	0	16	1.4	5%	4	1	1	1.3

Some of the entries above in a different format:
Below each SMILES: MMP-13 inhibitor, 5HT1a antag, RORA act, 5HT1a ag, NADH coupling, SF1 activator, A340 absorber, TNAP act DEA, Autofluor 339
- Cc1ccc(Cl)cc1NC(=O)Cn1cccc1
 : 1, 6, -21, -3.4, 5%, -17, 0.98, 0.9, 1.1
- Cc1ncoc1C(=O)Nc1ccc2c(c1)OCCO2
 : 3, 6, 23, -0.1, 6%, 43, 0.99, 0.9, 1
- O=S(=O)(NC1CCCCCCC1)c1cccs1
 : 0, -4, -13, -4.4, 4%, -5, 1, 0.8, 1.1
- CCOC(=O)CC(=O)CSc1nc2c(cc1C#N)CCCCCC2
 : -58[fluorescence artefact?], x, 15, -1.0, 2%[fluoresces], 9, 1, 0.9, 2.4*
- COCC(=O)Nc1nnc(SCC(=O)NCc2cccs2)s1
 : 3, -1, -7, 1.1, 4%, -10, 0.97, 0.9, 1.1
- O=C(NC(C(=O)O)c1ccccc1)c1ccc(S(=O)(=O)N2CCOCC2)cc1 (configuration not stated)
 : 4, -3, -2, -1.9, 5%, -6, 1, 1, 1.1
- Cc1occc1C(=O)Nc1cccc(C(=O)NCc2ccccc2)c1
 : 0, 19, -7, -2.1, 10%, 3, 1, 0.9, 1.1
- CC(=O)c1ccc(N2CCN(C(=O)c3cc(C)on3)CC2)cc1
 : 0, 3, -11, -3.5, 3%, 5, 1.1, 0.9, 1.1
- CCCSC1=C(C#N)C(c2ccc(Cl)cc2Cl)CC(=O)N1 (configuration not stated)
 : 4, 2, 38, -5.6, 6%, -4, 1, x, 1.1

Assay outcomes (PubChem)

Hits appear at their usual frequency. About 8.9% of those tested had a hit in this group.
